Bioassay records deposited in PubChem BioAssay by National Center for Advancing Translational Sciences (NCATS).
IkB signaling: IkB pathway inhibition in ABC-DLBCL cells; ABC-DLBCL IkBa-CBG/CBR dual luciferase ratio, 4 h; response scale: scaled: untreated 0%, proteasome inhibitor 100%; Potency, µM (doses to about 57.1 µM), for the others: at the highest dose IkBa stabilization activation; 110,000 tested, 0.04% active; AID 445; active = well fitted curve in the direction sought with a large enough effect in the signal ratio, not every such curve was filed as active; inconclusive = small, poorly fitted or top-dose-only effect, or a change in a side signal; the % refers to the signal ratio;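 note: the direction sought is a rising ratio; 0% = basal untreated cells and 100% = reference inhibitor full response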
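Luminescence ratio of IκBα-fused green versus native red beetle luciferase in OCI-Ly3 cells, 4 h post-doxycycline with compound; red signal alone, scaled from basal (0%) to zero light (-100%), flagged nonspecific or cytotoxic effects.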
p53ts 32C tox: kills p53ts cells at the permissive temperature | H1299-p53A138V at 32C, ATP luminescence viability, 24 h | Potency, µM (titrated, usually from 46.1 µM), for inactives: at the highest dose activity change, negative = cytotoxicity, hits mostly cytotoxic | 130,000 tested, 0.93% active | AID 924;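 note: 0% = DMSO and -100% = full killing by reference compound; nearly all actives have a fitted effect of over 55% in size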
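Viability by ATPlite luminescence after 24 h compound treatment (up to 46 uM) at the permissive 32C. Cells are H1299 carrying p53 A138V. Scale runs from DMSO basal to 100 uM tamoxifen as full kill; AC50 from Hill fits.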
p53ts 39C kill: p53ts cell cytotoxicity, nonpermissive temperature | H1299-p53A138V viability at 39C, ATP luminescence, 24 h | Potency, µM (top dose mostly 46.1 µM), inactives show at the top dose activity change, negative = cell killing, most hits filed as cytotoxic | 130,000 tested, 1.5% active | AID 902; note: nearly all actives have a fitted effect of over 55% in size
Peg3 imprint: genomic imprint erasure induction; mouse ES Peg3-LacZ reporter, beta-gal luminescence, 40 h; Potency, µM (titrated, usually from 60.7 µM), for the others: at the highest dose activity change, positive = activation, usual class: activators; 110,000 tested, 0.02% active;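 note: 0% = negative control wells on the plate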
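Imprint erasure is scored as LacZ activity from the silenced maternal Peg3 allele in feeder-free female ES cells cultured 40 h with LIF. Luminescence is normalized to in-plate negative controls and fitted to the Hill equation.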
Numbers without * were called inactive; ? = inconclusive; nt = not tested or not shown; [ ] = dose if it differs, or a comment. Unless noted, calls come from the whole dose curve; as a rule, active = well fitted curve in the direction sought with a large enough effect; inconclusive = small, poorly fitted or top-dose-only effect, or another doubt; inactive = no such curve, though single readings can be large; an effect the other way counts as inactive or inconclusive. Unless noted, % is set by controls: 0 for no effect and ±100 for the full control effect; potency is the fitted concentration of half-maximal effect.

structure	IkB signaling	p53ts 32C tox	p53ts 39C kill	Peg3 imprint
CC(C)n1c(SCc2cc(=O)[nH]c3ccccc23)nc2c1c(=O)n(C)c(=O)n2C	-0.2%	0.9%	-2.1%	-2.8%
O=C(CSc1nccn1Cc1ccc(Cl)cc1)Nc1ccc2c(c1)OCO2	?	-3.8%	-31.5%	-3.8%[10.9 µM]
COC(=O)C1C(=O)NC(SC)=C(C#N)C1c1ccccc1F (stereo unspecified)	0.5%	-1.6%	-6.1%	-10.8%
C=CCN1CCc2c(cc(O)c(O)c2Cl)C(c2cccc(C)c2)C1 (stereo unspecified)	nt	-1.1%	-19.0%	-6.1%
Cc1ccccc1N1CCN(Cc2c(C#N)c3ccccc3n2C)CC1	1.6%	4.1%	-3.7%	-11.1%
COc1ccc(Cl)cc1NC(=O)CSc1c2c(nc3ccccc13)CCC2	?	?	25.0%	-9.3%[10.9 µM]
CCCSc1nnc2nc3c(nn12)c1ccccc1n3C	3.0%	-0.3%	16.7%	2.1%
CSC1=NCCN1C(=O)c1ccco1	-0.4%	-1.5%	4.4%	-12.5%
CCn1nc(C)c2c(-c3ccccc3)cc(=O)n(C(C)C(=O)Nc3cc(C)ccc3C)c21 (stereo unspecified)	2.5%	2.7%	-7.6%	-10.1%[10.9 µM]
Cc1ccc(-c2noc(CSc3nnc(C)n3-c3ccc(C)c(C)c3)n2)cc1	?	7.2%	-11.0%	12.9%[10.9 µM]
Cc1noc(/C=C/N(C)C)c1S(=O)(=O)N1CCCC(C(=O)Nc2ccc(F)cc2F)C1 (stereo unspecified)	?	5.9%	-0.8%	-8.4%[10.9 µM]
Cn1c(=O)c2c(-c3ccccc3)n(-c3cccc(C#N)c3)cc2n(C)c1=O	-1.4%	9.4%	21.6%	-10.1%[10.9 µM]
COCCCNC(=O)Cn1cnc2sc(C)c(S(=O)(=O)N3CCN(c4ccccc4OC)CC3)c2c1=O	1.3%	4.0%	27.7%	-2.8%[10.9 µM]
CCc1ccc(NC(=O)Cn2c(=O)n(Cc3ccc4c(c3)OCO4)c(=O)c3oc4ccccc4c32)cc1	-0.7%	-9.0%	-26.1%	-20.0%[10.9 µM]
CCN1CCCC1CNC(=O)c1cn(C)c2ccc(S(=O)(=O)N3CCCCCC3)cc2c1=O (stereo unspecified)	0.1%	-9.3%	-8.9%	-6.2%
COCC(O)CSc1c([N+](=O)[O-])nc(C)n1Cc1ccc(OC)c([N+](=O)[O-])c1 (stereo unspecified)	nt	1.9%	18.2%	nt

Compound profiles, from the list above. Screens in order: IkB signaling | p53ts 32C tox | p53ts 39C kill | Peg3 imprint
`CCc1ccc(NC(=O)Cn2c(=O)n(Cc3ccc4c(c3)OCO4)c(=O)c3oc4ccccc4c32)cc1` as listed: -0.7% | -9.0% | -26.1% | -20.0%[10.9 µM]
`CCN1CCCC1CNC(=O)c1cn(C)c2ccc(S(=O)(=O)N3CCCCCC3)cc2c1=O` (stereo unspecified) as listed: 0.1% | -9.3% | -8.9% | -6.2%

Later entries:
structure	IkB signaling	p53ts 32C tox	p53ts 39C kill	Peg3 imprint
COC(=O)c1c(NC(=O)Cc2cccs2)sc2c1CCC(C)C2 (stereo unspecified)	nt	-6.7%	-6.5%	nt
COc1ccc(OC)c(S(=O)(=O)NCCc2ccccc2)c1	-1.0%	6.2%	0.5%	-13.8%
O=C(NCCSCc1cccc(Cl)c1)C1CCN(S(=O)(=O)Cc2ccccc2)CC1	0.6%	-9.9%	0.7%	10.8%[10.9 µM]
CCCn1c(CNc2ccc(Br)cc2)nc2ccccc21	?	-0.3%	16.2%	-23.2%
COc1ccc(-c2noc(CN(C(=O)c3ccccc3Cl)C(C)C)n2)cc1	?	5.3%	-10.8%	9.4%[10.9 µM]
Cc1c(NC(=O)c2ccc(CN3CCc4ccccc4C3)cc2)c(=O)n(-c2ccccc2)n1C	-1.2%	-1.9%	-7.4%	-13.8%
CC(C)CC(C(=O)Nc1oc(-c2ccco2)c(-c2ccco2)c1C#N)N1C(=O)c2ccccc2C1=O (stereo unspecified)	?	11.2%	1.7%	-0.1%
CCn1c(SCC(=O)Nc2ccccc2C(=O)OC)nnc1-c1ccoc1C	0.6%	1.4%	-8.2%	-10.7%
O=C(Nc1ccc(Cl)cc1)N1CCCC1	-0.2%	-0.6%	-7.9%	-28.6%
COc1ccc(Cl)cc1NC(=O)CSc1nnc(C)n2c1cc1sccc12	1.3%	0.0%	-3.3%	-20.5%[10.9 µM]
Cc1oc2cc(O)ccc2c(=O)c1Oc1ccccc1Br	1.5%	45.6%[activator]	28.9%	-4.6%
CC(=O)Oc1ccccc1-c1nc(C)nc(N(C)C(C)=O)n1	nt	-0.7%	-9.6%	nt
CCCCCCCCCCCCCCCC(=O)NCCc1ccc(O)c(O)c1	nt	13.1%	-14.8%	-21.4%
CC(C)Oc1ccc(C(=O)N(Cc2ccc(N(C)C)cc2)Cc2ccco2)cc1	?	-1.4%	2.5%	-9.0%[10.9 µM]
Cc1sc(NC(=O)C2CCCO2)c(C#N)c1C (stereo unspecified)	nt	-2.5%	9.6%	nt
CCc1ccc(C(=O)c2cn(CC(=O)Nc3ccc(OC)cc3)c3cc4c(cc3c2=O)OCCO4)cc1	1.7%	4.2%	-11.5%	-4.1%[10.9 µM]
Cc1ccc(S(=O)(=O)NCCc2nnc3ccc(SCc4ccc(F)cc4)nn23)cc1	-1.5%	-1.4%	-16.2%	-16.1%[10.9 µM]
COc1ccc(-c2nc(SCC(=O)NC3CCCC3)c(-c3ccc(F)cc3)[nH]2)cc1	?	-1.9%	-10.1%	6.2%[10.9 µM]
CCOc1ccc(N2CC(NC(=O)Cc3cccs3)CC2=O)cc1 (stereo unspecified)	?	-9.4%	-23.2%	13.0%[10.9 µM]
COc1ccc2c(=O)c3c(=O)n(Cc4ccco4)c(C4CCCCC4)nc3oc2c1	-0.9%	-2.4%	2.4%	-8.2%
Cc1ccc2[nH]c(=S)cc(C)c2c1	-0.5%	8.5%	-18.6%	-6.5%
CCOC(=O)C1CCN(Cc2c(O)ccc3ccccc23)CC1	?	4.0%	2.8%	-5.0%
CCC(c1nnnn1CCOC)N(Cc1ccc(C)cc1)Cc1cc2cc(OC)ccc2[nH]c1=O (stereo unspecified)	0.0%	1.2%	-7.6%	-8.2%
CN(C)S(=O)(=O)N1CCN(c2cccc(Cl)c2)CC1	0.8%	-1.3%	-0.5%	-9.4%
CCOCCCn1c(C)nc2c(c1=O)c1nc3ccccc3nc1n2-c1ccc(C)cc1	-0.3%	-3.9%	15.8%	7.7%
CC(=O)C=NCC(=O)O	-0.9%[11.4 µM]	1.7%[9.22 µM]	2.6%[9.22 µM]	-2.9%[10.9 µM]
CC(C)Cc1cc(C(=O)NCCN2CCOCC2)no1	-1.0%	1.4%	-4.1%	-11.3%
O=C(Nc1ccccc1Cl)c1cccs1	-0.3%	-13.9%	-16.9%	11.1%
Cc1ccc(S(=O)(=O)N2CCCC2C(=O)Nc2cc(C)on2)cc1 (stereo unspecified)	0.8%	3.3%	8.2%	-1.2%
Cc1ccc(-c2nnn(CC(=O)Nc3cccc4cccnc34)n2)o1	?	11.1%	-3.8%	-15.8%
COc1ccc(NC(=O)C2=C(C)Nc3nc(CCCO)nn3C2c2ccc(O)cc2)cc1 (stereo unspecified)	-0.1%	13.1%	19.2%	-14.1%[10.9 µM]
O=C(c1cc2cc(Br)cc(Br)c2oc1=O)N1CCCC1	nt	5.0%	15.7%	nt
CCC(C(=O)Nc1c(C)cc(C)cc1C)n1c(=O)c(-c2ccccc2NC(C)=O)nc2ccccc21 (stereo unspecified)	0.3%	-0.7%	-25.7%	21.0%[10.9 µM]
Cc1nc2oc(C(=O)c3ccccc3)c(N)c2c2c1COC(C)(C)C2	-1.4%	6.0%	9.7%	3.1%
Cc1onc(-c2ccccc2)c1C(=O)OCC(=O)c1ccccc1	?	-8.2%	7.9%	-5.9%
O=C(Nc1nnc(S(=O)(=O)Nc2ccccc2)s1)C1CCCCC1	-5.1%	3.8%	20.8%	-9.3%[10.9 µM]
Cc1cccc(Nc2c3c(nc4nncn24)CCC3)c1	0.9%	-0.2%	-21.4%	-15.2%[10.9 µM]
COc1cccc(C2C(C#N)=C(N)Oc3c2oc(CO)cc3=O)c1OC (stereo unspecified)	2.1%	3.9%	11.3%	-11.0%
CCCN(CCC)CC(O)Cn1cc(/C=C/C(=O)c2ccc(Br)cc2)c2ccccc21 (stereo unspecified)	?	-21.2%	7.94µM*	-6.5%[10.9 µM]
N#CCCn1c(C(C#N)(CCC#N)CCC#N)nc2ccccc21	nt	-3.5%	3.5%	nt

Rewritten with two lines to a compound: entries from further up
Every second line gives: IkB signaling, p53ts 32C tox, p53ts 39C kill, Peg3 imprint
> CCC(C(=O)Nc1c(C)cc(C)cc1C)n1c(=O)c(-c2ccccc2NC(C)=O)nc2ccccc21 (stereo unspecified)
  0.3%, -0.7%, -25.7%, 21.0%[10.9 µM]
> Cc1nc2oc(C(=O)c3ccccc3)c(N)c2c2c1COC(C)(C)C2
  -1.4%, 6.0%, 9.7%, 3.1%

(list continues)
structure	IkB signaling	p53ts 32C tox	p53ts 39C kill	Peg3 imprint
COc1cc(OC)cc(C(=O)NCC(=O)N2CCC(C)CC2)c1	1.4%	-12.7%	-8.0%	-16.4%
Cc1cc(C)cc(N(C)S(=O)(=O)c2nnc(NC(=O)COc3ccc(C)c(C)c3)s2)c1	-0.5%	-2.3%	-12.8%	-13.3%[10.9 µM]
CN1CCc2c(sc(/N=C/c3ccco3)c2C(N)=O)C1	1.1%	-22.5%	-21.9%	-15.6%
CCC(=O)N1CCc2cc(Br)cc(S(=O)(=O)N3CCCC(C(=O)Nc4ccc(C(C)C)cc4)C3)c21 (stereo unspecified)	-3.8%	13.2%	-13.6%	-9.1%[10.9 µM]
CCCN1C(=O)C(NS(=O)(=O)c2ccc(N)cc2)(C(F)(F)F)C(C(=O)OC)=C1C (stereo unspecified)	1.3%	0.6%	18.1%	7.8%
CSC1=C(C#N)C(c2ccc3c(c2)OCO3)C2=C(CCCC2=O)N1 (stereo unspecified)	nt	11.3%	8.4%	nt
S=c1nc[nH]c2c1ncn2Cc1ccco1	1.9%[11.4 µM]	-1.3%[9.22 µM]	2.4%[9.22 µM]	-3.6%[10.9 µM]
O=C(c1cccc(S(=O)(=O)N2CCOCC2)c1)N1CCOCC1	1.9%	0.3%	5.8%	12.6%
CC(C)(C)c1ccc(-c2nnc(SCCC#N)n2C2CCCC2)cc1	12.1%	24.5%	31.3%[activator]	-23.9%
CC(=O)c1ccc(-c2nc3c4ccccc4ccn3c2C(C)=O)o1	nt	-1.0%	5.4%	nt
CCOc1ccc(C(C)NC(=O)CCC(=O)O)cc1 (stereo unspecified)	-2.1%	-12.0%	8.5%	2.8%
Cn1c(Cc2cccs2)nnc1SCC(=O)N1CCc2ccccc21	-0.3%	-10.9%	-10.2%	-24.5%
Cc1cc(C)cc(NC(=O)N2CCN3CCCCC3C2)c1 (stereo unspecified)	3.0%	-1.2%	-11.6%	2.2%[10.9 µM]
COc1cccc2cc(C(=O)N3CCN(c4ccccc4F)CC3)c(=O)oc12	-0.7%	2.9%	5.8%	-6.8%
Cn1c(O)c(N=N/C(=N/c2ccccn2)c2ccccn2)c2cc(Br)ccc21	nt	-13.1%	-29.8%	nt
COc1ccccc1OCCn1c(COc2cc(C)ccc2C)nc2ccccc21	-1.7%	-11.8%	-12.6%	-9.2%[10.9 µM]
Cc1cc(NS(=O)(=O)c2ccc(C3CCCCC3)cc2)no1	0.1%	-6.1%	-22.5%	?
O=[N+]([O-])c1cc(S(=O)(=O)Nc2ccccc2)ccc1N1CCN(c2ccccc2)CC1	nt	-17.1%	?	nt
CC1=C(C(=O)OCC2CCCO2)C(c2ccncc2)C2=C(CC(C)(C)CC2=O)N1 (stereo unspecified)	1.9%	-1.3%	13.7%	4.5%
CCOC(=O)Nc1ccc(C(N)=O)cc1	0.1%	-8.7%	-10.8%	-12.6%
CC(C)Sc1ncc(Cl)c(C(=O)Nc2ccc(S(=O)(=O)N(C)c3ccccc3)cc2)n1	?	12.3%	-23.6%	-9.8%[10.9 µM]
